Screens as filed in PubChem.
ELG1 DNA repair = ELG1-dependent DNA repair inhibition; Potency, µM (top dose mostly 46.1 µM), without a hit: at the top dose activity change, negative = inhibition, hits mostly inhibitors; HEK293T ELG1-luciferase reporter, luminescence, 16 h; DNA damage induced by 5-fluorouridine; 330,000 compounds, 2.3% hits; also: potency is read from the fitted curve at half-maximal effect; % is scaled to controls: 0 for no effect and ±100 for the full control effect; nearly all actives have a fitted effect of over 55% in size
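Luminescence from the luciferase reporter, measured 30 min after ONE-Glo reagent at room temperature, was the read-out. Beforehand, 2,000 cells per well were exposed for 16 hr at 37 °C to 5-fluorouridine together with compound or vehicle.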
KCNH2 WT inh = inhibitors of human wildtype KCNH2 potassium channel. U2OS, BacMam KCNH2, thallium flux FluxOr; stronger effect = lower value. activity change, % at 1.84 µM. 340,000 compounds, 0.37% hits;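 active = maximum activity change below -70%; inconclusive = maximum activity change between -70% and -50%; inactive = maximum activity change above -50%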; also: % is scaled to controls: 0 for no effect and ±100 for the full control effect
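U2OS cells were transduced with wild-type KCNH2 virus (2.03 x 10^8 / mL) for 4 h at room temperature, then cultured overnight at 37 C. Thallium flux was read with FluxOr dye. Rate constants were normalized to DMSO controls.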
Mito fusion act = blocks mitochondrial division or promotes mitochondrial fusion; S. cerevisiae fusion-defective mutant growth rescue, CellTiterGlo 48 h; Potency, µM (series often up to 46.1 µM), for inactives: at the highest dose growth rescue (activation), most hits filed as activators; 320,000 compounds, 0.23% hits; AID 485298;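 also: potency is read from the fitted curve at half-maximal effect; % of control where 0% means no effect; nearly all actives have a fitted effect of over 45% in size; temperature-sensitive fusion mutants such as fzo1-1 at 37 °C on non-fermentable ethanol glycerol medium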
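Yeast fusion mutant, YPEG (non-fermentable carbon), compound, 48 h at 37C non-permissive; CellTiterGlo added, 10 min RT, luminescence read. Rescued growth = division inhibition.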
TRPV1 agonist = human TRPV1 agonism | TRPV1-expressing cells, Fluo-8 calcium influx, agonist mode | 320,000 compounds, 0.19% hits | activation, % at 8.33 µM; in the data active = activation above about 80%; inconclusive = between about 30% and that limit; also: 0% is about no effect
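TRPV1-expressing cells were cultured overnight at 35.5C and loaded with Fluo-8 calcium dye for 40 to 90 min at room temperature. After a 10 s baseline, compound was added and calcium influx was read kinetically for 3 min (ex 480/em 520 nm).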
USP2a block = blocks human ubiquitin-specific protease USP2a | O75604 | Potency, µM (top dose mostly 38.3 µM), without a hit: at the highest dose activity change, negative = inhibition, hits mostly inhibitors | USP2 core, Ub-CHOP2 coupled fluorogenic reporter, 485/531 | 330,000 compounds, 0.01% hits | AID 463254;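 also: potency is read from the fitted curve at half-maximal effect; plate controls were DMSO wells for no effect and full inhibition by NEM control for full effect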
Target sequence (O75604 whole entry, looked up): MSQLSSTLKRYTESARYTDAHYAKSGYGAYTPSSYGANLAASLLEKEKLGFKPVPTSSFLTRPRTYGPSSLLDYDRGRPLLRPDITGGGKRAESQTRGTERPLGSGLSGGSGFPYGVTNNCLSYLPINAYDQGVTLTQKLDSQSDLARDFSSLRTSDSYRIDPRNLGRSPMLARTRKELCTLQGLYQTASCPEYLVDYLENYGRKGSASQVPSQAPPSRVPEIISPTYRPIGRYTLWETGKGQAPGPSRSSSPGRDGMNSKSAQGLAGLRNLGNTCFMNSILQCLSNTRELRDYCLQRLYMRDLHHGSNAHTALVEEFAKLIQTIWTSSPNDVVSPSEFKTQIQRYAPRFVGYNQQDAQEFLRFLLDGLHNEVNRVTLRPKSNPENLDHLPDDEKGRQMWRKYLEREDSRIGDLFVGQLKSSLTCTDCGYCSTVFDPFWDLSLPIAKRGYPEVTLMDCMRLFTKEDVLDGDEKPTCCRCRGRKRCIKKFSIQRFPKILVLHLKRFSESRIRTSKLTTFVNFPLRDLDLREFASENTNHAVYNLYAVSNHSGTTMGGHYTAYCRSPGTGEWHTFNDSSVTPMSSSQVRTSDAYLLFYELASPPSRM
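Deubiquitinase activity read as fluorescence (485/531 nm) after Ub-CHOP2 cleavage activates the enterokinase reporter on its substrate; USP2 core 10nM, Ub-CHOP2 and substrate 25nM each, 30min compound preincubation then 60min RT; data normalized to NEM, curves fitted.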
A-T KAP1 phos = potential ataxia-telangiectasia treatments restoring KAP-1 phosphorylation; […] A-T fibroblasts, KAP-1 phosphorylation AlphaLISA; neocarzinostatin DNA damage 30 min before lysis; Potency, µM (doses to about 57.5 µM), for inactives: at the highest dose activation, actives largely listed as activators; 320,000 compounds, 0.19% hits; also: potency is read from the fitted curve at half-maximal effect; % of control where 0% means no effect; nearly all actives have a fitted effect of over 45% in size
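ATM-like activity read as KAP-1 phosphorylation via AlphaLISA donor/acceptor antibody pairs after lysis and 6 hr at 25C. Cells were ATM-null patient fibroblasts ([…], hTERT), dosed 60 min, then exposed to the DSB inducer NCS for 30 min.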
TSHR antagonist = human thyrotropin receptor antagonism; 330,000 compounds, 0.2% hits; activity change, negative = inhibition, % at 11.5 µM; TSHR-expressing cells, TSH-stimulated cAMP HTRF, 2 h; stronger effect = lower value; AID 504810; P16473;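 active = activity change below a set negative limit, meaning inhibition stronger than a set level, cut at about -70% in these data; inconclusive = activity change between two set negative limits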; also: % is scaled to controls: 0 for no effect and ±100 for the full control effect
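Read-out is FRET at 665 nm (cryptate excitation 337 nm) from a cryptate-tagged anti-cAMP antibody, competed by cell cAMP against cAMP-d2. Compounds are tested on freshly harvested TSHR cells challenged with 4nM TSH (EC80) for 2 hours at 37 deg C.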
TCR activator = T cell receptor activation; primary human leukocytes, anti-CD3, IL-2 HTRF, 48 h; Potency, µM (doses to about 9.22 µM), for the others: at the top dose activation of IL-2 secretion, hits mostly activators; 330,000 tested, under 10 active; AID 504894; also: % of control where 0% means no effect
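Primary human leukocytes incubated 48 hr with anti-CD3 beads plus compound, without co-stimulation. Secreted IL-2 measured by HTRF (europium cryptate/d2 anti-IL-2 pair, 320 nm excitation, 665 nm emission).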
KCNH2 3.1 inh = inhibitors of human KCNH2 3.1 potassium channel isoform. U2OS KCNH2 3.1, thallium flux FluxOr; stronger effect = lower value. activity change, % (tested at about 1.8 µM). 340,000 compounds, 0.95% hits;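 active = maximum activity change below -70%; inconclusive = maximum activity change from -70% to -50%; inactive = maximum activity change above -50%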;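 also: thallium influx rate constant from kinetic fluorescence after stimulation buffer; % is scaled to controls: 0 for no effect and ±100 for the full control effect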
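U2OS cells transduced with KCNH2 3.1 mutant virus (1.77 x 10^8 /mL, 4 h), plated overnight at 37 C, loaded 45 min with FluxOr dye plus Red40 quencher. Thallium flux rate constant from kinetic reads after stimulation buffer, normalised to controls.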
Eya2 inh = blocks the phosphatase activity of human Eya2 | O00167 | recombinant Eya2, OMFP fluorescence dephosphorylation (OMFP is methylfluorescein phosphate) | Potency, µM (top dose mostly 76.9 µM), inactives show top-dose activity, negative = inhibition, hits mostly inhibitors | 330,000 compounds, 0.006% hits | AID 488837; also: potency is read from the fitted curve at half-maximal effect; % is scaled to controls: 0 for no effect and ±100 for the full control effect
Target sequence (O00167 whole entry, looked up): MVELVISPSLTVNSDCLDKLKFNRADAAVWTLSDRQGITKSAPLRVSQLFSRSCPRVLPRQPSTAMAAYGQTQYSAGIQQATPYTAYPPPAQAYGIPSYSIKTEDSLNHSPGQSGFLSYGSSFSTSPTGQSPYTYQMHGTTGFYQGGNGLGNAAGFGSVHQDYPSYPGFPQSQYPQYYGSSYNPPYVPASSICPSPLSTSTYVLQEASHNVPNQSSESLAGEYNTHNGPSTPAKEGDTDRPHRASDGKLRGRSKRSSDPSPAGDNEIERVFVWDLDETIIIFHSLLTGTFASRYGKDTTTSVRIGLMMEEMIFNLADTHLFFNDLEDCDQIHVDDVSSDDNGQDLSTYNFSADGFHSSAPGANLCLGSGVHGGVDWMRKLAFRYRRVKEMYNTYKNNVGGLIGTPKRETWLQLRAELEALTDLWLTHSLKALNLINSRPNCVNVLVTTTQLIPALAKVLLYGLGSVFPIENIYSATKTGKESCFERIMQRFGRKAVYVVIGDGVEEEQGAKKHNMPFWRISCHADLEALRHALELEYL
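Eya2 protein (added as 0.2 uM solution) was preincubated with compound for 10 min at ambient temperature in 50 mM HEPES pH 7.5, 50 mM NaCl, 5 uM MgCl2, 0.05% BSA, 1 mM DTT. OMFP (added at 50 uM) then reacted 10 min; fluorescence read at 485/525 nm.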
Numbers without * were called inactive; i = inactive; ? = inconclusive; . = not tested or not shown; [ ] = dose if it differs, or a comment. Unless noted, calls follow the shape of the dose curve; as a rule, active = well fitted curve in the direction sought with a large enough effect; inconclusive = small, poorly fitted or top-dose-only effect, or another doubt; inactive = no such curve, though single readings can be large; an effect the other way counts as inactive or inconclusive.

A first look, 2 compounds:
SMILES	ELG1 DNA repair	KCNH2 WT inh	Mito fusion act	TRPV1 agonist	USP2a block	A-T KAP1 phos	TSHR antagonist	TCR activator	KCNH2 3.1 inh	Eya2 inh
CNC(=O)C1Cc2ccccc2CN1S(=O)(=O)c1ccc(OC)c(OC)c1 (stereo not drawn)	6%	-2	-5%	1	-3%	-17%	1	.	-6	-9%
Cn1c(=O)c2c(c3ccccc31)OC(=O)CC2c1cccnc1 (stereo not drawn)	-5%	4	-2%	-1	3%	-3%	2	3%	0	6%

All compounds of this part, from the first entry:
SMILES	ELG1 DNA repair	KCNH2 WT inh	Mito fusion act	TRPV1 agonist	USP2a block	A-T KAP1 phos	TSHR antagonist	TCR activator	KCNH2 3.1 inh	Eya2 inh
CNC(=O)C1Cc2ccccc2CN1S(=O)(=O)c1ccc(OC)c(OC)c1 (stereo not drawn)	6%	-2	-5%	1	-3%	-17%	1	.	-6	-9%
Cn1c(=O)c2c(c3ccccc31)OC(=O)CC2c1cccnc1 (stereo not drawn)	-5%	4	-2%	-1	3%	-3%	2	3%	0	6%
CCOc1ccc(N2CC(O)(c3ccc(F)cc3)[N+]3=C2CCCC3)cc1 (stereo not drawn)	7%	-49	1%	-1	0%	-3%	3	12%	-104*	-6%
COc1ccccc1CCNC(=O)CNC(=O)Cc1cccc2ccccc12	0%	-7	8%	2	-2%	4%	-5	3%	5	-2%
COC(=O)c1cccc(NC(=S)NCc2ccc(Cl)cc2)c1	7%	8	11%	82*	1%	-2%	-14	-4%	1	-15%
Cc1ccc(CNC(=O)CSCC(=O)O)cc1	-3%	-11	-2%	-1	4%	-1%	3	-8%	10	13%
CCOc1ccc(C(=O)/C=C/c2ccc(SC)cc2)cc1	14%	-15	-2%	1	-2%	1%	-20	-2%	-8	-1%
O=C(ON=C1CCN(S(=O)(=O)c2ccccc2)CC1)c1cccc(Cl)c1	2%	-9	11%	?	3%	-1%	-6	-5%[46.1 µM]	6	-27%
CC(C)COc1ccc(-c2nn(-c3ccccc3)cc2CO)cc1	-13%	4	-41%[inhibitor]	9	-2%	-2%	-6	5%	-25	-7%
CCOc1ccc(Br)cc1S(=O)(=O)Nc1ccc(C(=O)OCC(=O)N(C)c2ccccc2)cc1	-1%	-3	-5%	1	-1%	3%	-17	-1%[46.1 µM]	0	4%
Cc1cccc(NC(=O)CN2C(=O)N/C(=C\c3ccccc3OCc3ccc(C(=O)O)cc3)C2=O)c1	2%	-5	7%	1	4%	-6%	15	3%	-13	1%
O=C(NNC(=S)NCc1ccc(Cl)cc1)c1ccc(Br)o1	12%	.	16%	3	-13%	-2%	16	-3%	-16	9%
COc1ccccc1NS(=O)(=O)c1cc(NC(=O)Nc2ccccc2)ccc1N1CCCCC1	?	-9	-1%	13	0%	-5%	-1	7%	4	1%
CCc1cccc(C)c1NC(=O)CN1C(=O)NC(Cc2ccccc2)C1=O (stereo not drawn)	-25%	-6	4%	-5	2%	0%	0	0%	0	13%
Cc1c(Cl)cccc1NC(=S)NN	3%	4	2%	3	-2%	1%	-2	1%	-1	0%
Clc1ccc2nc3c4ccccc4cnn3c2c1	?	i	-3%	1	0%	0%	15	1%	-11	9%
O=C(NCCS(=O)(=O)c1ccc(Br)cc1)c1ccccc1	12%	-18	0%	?	0%	3%	24	-4%	-10	-2%
CNc1nc(-c2ccccc2)nc(-c2ccccc2)c1C#N	.	-1	1%	8	.	.	.	-2%	-33	.
Cc1ccc(S(=O)(=O)NCCC2=CCCCC2)cc1	0%	-2	?	29	1%	-7%	-8	3%	-6	-19%
O=C(c1ccc(OC2CCN(Cc3cccc(OCCO)c3)CC2)cc1)N1CCCC1	-15%	-3	2%	9	-1%	21%	61	2%	-7	-16%
COc1ccc(S(=O)(=O)N2CCOC23CCN(S(=O)(=O)c2ccc(Cl)cc2)CC3)cc1	-9%	7	19%	-3	1%	1%	5	3%	-21	20%
CCC(=O)Nc1ccc(-c2nnc(SCC(=O)Nc3nccs3)n2C)cc1	-5%	-5	1%	-3	0%	-2%	-6	6%	2	9%
O=C1CCCN2N=C(SCC(=O)Nc3ccc(OC(F)(F)F)cc3)SC2=N1	1%	3	-9%	2	2%	-5%	-10	3%	6	19%
Cc1cc(NC(=O)CSc2nc3ccccc3c(=O)n2CCCC(=O)NCc2ccco2)n[nH]1	6%	1	6%	.	1%	6%	17	-7%	2	-2%
CCOC(=O)C(Cc1ccc(Cl)cc1Cl)c1ccno1 (stereo not drawn)	2%	1	-5%	1	-6%	9%	-5	-3%	-6	-16%
CCC(C)(C)n1nnnc1C(c1cc2cc(OC)ccc2[nH]c1=O)N1CCc2ccccc21 (stereo not drawn)	-7%	0	3%	25	-2%	3%	6	1%	-7	-3%
COc1ccc(NC(=O)C2CCN(S(=O)(=O)c3ccccc3)CC2)cc1	-22%	-25	7%	24	-2%	30%	23	-6%	10	-19%
CN1CCN(CCCNC(=O)c2cn(C3CCCCC3)c(=O)c3c2c2ccccc2n3C)CC1	?	5	3%	1	-1%	.	3	-4%	-10	-18%
CCCCC(=O)Nc1cccc(NC(=O)c2cccc(Br)c2)c1	7.3µM*	0	-3%	3	-8%	7%	32	-5%	-3	-13%
Cc1ccc(C(=O)OCC(=O)NC2CCCc3ccccc32)o1 (stereo not drawn)	13%	-11	5%	-3	-2%	-2%	5	-5%	-3	-1%
Cc1ccccc1-c1nc2c(s1)CCc1onc(-c3cccc([N+](=O)[O-])c3)c1-2	10%	-2	-3%	-1	-4%	8%	4	1%	-7	-26%
C/C(=N\NC(=O)CNc1cccc(C(F)(F)F)c1)c1ccc(Br)cc1	?	4	1%	-1	1%	2%	2	5%[46.1 µM]	-2	1%
COc1ccc(C(=O)N2CCNC(=O)C2CC(=O)Nc2cc(Cl)ccc2OC)cc1 (stereo not drawn)	-4%	0	-3%	0	-1%	7%	-1	-4%	-10	-1%
COC(=O)c1c(C#N)c(N)nc2c1CCC2	1%	-28	-4%	-2	1%	0%	-5	-1%	-2	12%
CCOC(=O)N1CCN(C(=O)CSc2nnc(-c3cccc(Cl)c3)o2)CC1	3%	3	1%	3	2%	0%	19	3%	-31	12%
Cc1ccc(OCC(=O)NCCNC(=O)c2cccnc2)cc1C	-2%	13	-3%	0	1%	-6%	10	-29%	7	1%
O=C(CSc1nnc(NC(=O)c2ccccc2F)s1)NCc1ccco1	?	-7	-2%	-3	1%	5%	9	-4%	-15	7%
O=C(CCS(=O)(=O)c1ccccc1)Nc1ncc([N+](=O)[O-])s1	0%	-8	-20%	1	-1%	-5%	-15	1%	-1	6%
Cc1ccc2c(CC(=O)Nc3c(C)n(C)n(-c4ccccc4)c3=O)coc2c1	-1%	-4	-2%	-1	-5%	3%	-7	6%	-1	-5%
COc1ccc(NC(=O)CS(=O)(=O)Cc2nc(-c3ccc(C)cc3)oc2C)cc1	17%	6	5%	7	2%	-1%	7	5%	-2	19%
Cc1cc(C)cc(N(CCC#N)C(=O)CSc2nc3nc(C)cc(C)n3n2)c1	-3%	-15	-6%	2	0%	3%	5	-1%	1	6%
Nc1nnnn1/N=C/c1cccc(Br)c1	9%	-2	6%	3	1%	2%	-6	-3%	-6	6%
C=CCOC(=O)CCP(=O)(CCC(=O)OCC=C)c1ccccc1	17%	7	-2%	2	3%	3%	-3	-7%	3	8%
O=C(CCc1ccccc1)N1CCN(Cc2ccc(F)cc2Cl)CC1	-9%	4	1%	?	-7%	6%	-42	1%	2	-4%
Cc1cc(=O)c2c(o1)CC(C)(C)CC2=O	-1%	9	-1%	-1	-1%	0%	2	.	13	-1%
CC1CC(c2ccccc2)n2nc(NC(=O)c3ccco3)nc2N1 (stereo not drawn)	10%	0	0%	-1	3%	0%	10	5%	-9	13%
C/C(N)=C(/C#N)C(=O)COC(=O)c1cccc2ccccc12	?	-22	2%	?	1%	10%	9	0%[46.1 µM]	1	-17%
COc1ccc2sc(N(CCCN(C)C)C(=O)c3ccc(S(=O)(=O)N(C)C4CCCCC4)cc3)nc2c1	-5%	5	-9%	5	-2%	-2%	-6	8%	18	17%
CCOC(=O)C1=C(C)NC(=S)NC1c1cc(C)sc1C (stereo not drawn)	-13%	3	-2%	-5	0%	2%	31	-2%	-8	-9%
O=[N+]([O-])c1ccc(CSc2nnc(SCc3ccccc3)s2)cc1	4%	9	12%	13	2%	2%	-28	8%[46.1 µM]	-10	-2%
Cc1ccc(C(=O)NNC(=O)CSc2nnc(-c3ccccc3)n2Cc2ccccc2)cc1	-23%	8	-4%	1	2%	6%	5	4%[46.1 µM]	-3	1%
CCN(CC)CCN(C(=O)c1ccc(S(=O)(=O)N(CC)c2ccccc2)cc1)c1nc2c(OC)ccc(OC)c2s1	-9%	2	3%	-3	3%	0%	-1	7%	2	2%
N#Cc1c(Nc2ccccc2)c(C=NCCN2CCOCC2)c[nH]c1=O	22%	1	1%	0	3%	2%	29	-1%	-3	6%

A portion of the library; rates above refer to the full screens.
